aDG glyco act = alpha-DG glycosylation activation; activation, % at 10 µM; Pro5-aDG cells, alpha-DG glycosylation AlphaScreen (IIH6); 0% Pro5, 100% B10-LARGE cell signal; AID 624168; 360,000 tested, 0.22% active;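 active means activation of at least 8% versus controls, or a plate z-score of at least 8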;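 further: Pro5 are CHO cells carrying HIG-tagged alpha-DG that lacks glycosylation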
m5-HT2A agonist = mouse HTR2A agonism via beta-arrestin recruitment; P35363; CHO-K1 mHTR2A beta-arrestin complementation, luminescence; percent of 30 µM serotonin response; activation, % at 7.6 µM; 360,000 tested, 0.66% active;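 active means activation above a run cutoff, the mean activation of all tested compounds plus 3 SD, cut at about 14% in these data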;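 further: 0% = plate median of compound wells and 100% = 30 µM serotonin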
H9c2 protect = myocardial damage modulation in H9c2 cells. H9c2 cardiomyocytes, H2O2 injury protection, ATPLite, 2 h. protection from H2O2 cell death, % at 20 µM. 360,000 tested, 0.63% active;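 active means compounds giving at least 50% protection of heart cells from peroxide-induced death in the single-dose screen, raw or plate-pattern-corrected value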;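 further: 0% = DMSO wells with peroxide and 100% = DMSO wells without peroxide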
Vif imaging = blocks HIV Vif function | 340,000 tested, 0.35% active | inhibition, % at 7.49 µM | HEK293T cells, Vif self-association by quenched fluorescence, imaging, 24 h | AID 602346; in the data active means inhibition above about 50%, passing the limit was not always enough; further: some results filed as inactive read as strong as hits
Glyco luc inh = blocks N-linked glycosylation in D54 reporter cells | D54 ERlucT glycosylation luciferase reporter, 24 h; percent of 100 nM tunicamycin response | reporter increase, % at 12.5 µM | 360,000 tested, 0.23% active;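 active means mean luciferase reporter signal, scaled so untreated is 0 and the glycosylation-blocking control 100, at or above a set limit in every replicate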;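 further: luciferase carries N-glycosylation sites so blocking glycosylation raises the light; 0% = median of neutral control wells and 100% = median of 100 nM tunicamycin wells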
PDI inh = PDI (human) enzyme inhibition. inhibition, % at 10 µM. P07237. PDI insulin aggregation turbidity, A650, 90 min. 350,000 tested, 0.052% active;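 active means mean inhibition across replicates of 30% or more, whatever share of single replicates reach that level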;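 further: absorbance from insulin aggregation driven by PDI reduction with DTT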
Target sequence (P07237 whole entry, looked up): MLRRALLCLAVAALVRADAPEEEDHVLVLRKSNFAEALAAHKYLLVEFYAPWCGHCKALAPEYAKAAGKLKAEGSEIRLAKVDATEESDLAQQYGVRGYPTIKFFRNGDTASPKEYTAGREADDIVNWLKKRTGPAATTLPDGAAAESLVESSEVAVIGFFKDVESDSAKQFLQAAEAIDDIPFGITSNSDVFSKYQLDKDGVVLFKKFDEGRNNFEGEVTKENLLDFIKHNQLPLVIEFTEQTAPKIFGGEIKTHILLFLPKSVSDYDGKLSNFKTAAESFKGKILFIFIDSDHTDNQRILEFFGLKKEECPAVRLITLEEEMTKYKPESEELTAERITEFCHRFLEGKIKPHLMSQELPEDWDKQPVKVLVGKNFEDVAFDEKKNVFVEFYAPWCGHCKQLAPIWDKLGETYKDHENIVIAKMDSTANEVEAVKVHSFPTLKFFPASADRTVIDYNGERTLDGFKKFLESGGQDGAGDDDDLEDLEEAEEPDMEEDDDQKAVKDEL
MC4R ag barr = agonists of human melanocortin 4 receptor (MC4R) beta-arrestin | P32245 | U2OS MC4R beta-arrestin complementation, luminescence; percent of melanotan II response, DMSO zero | activation, % at 8.9 µM | 360,000 tested, 0.98% active;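 active means activation above a per-plate cutoff, the mean activation of sample wells on that plate plus 3 SD, cut at about 8% in these data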
Target sequence (P32245 whole entry, looked up): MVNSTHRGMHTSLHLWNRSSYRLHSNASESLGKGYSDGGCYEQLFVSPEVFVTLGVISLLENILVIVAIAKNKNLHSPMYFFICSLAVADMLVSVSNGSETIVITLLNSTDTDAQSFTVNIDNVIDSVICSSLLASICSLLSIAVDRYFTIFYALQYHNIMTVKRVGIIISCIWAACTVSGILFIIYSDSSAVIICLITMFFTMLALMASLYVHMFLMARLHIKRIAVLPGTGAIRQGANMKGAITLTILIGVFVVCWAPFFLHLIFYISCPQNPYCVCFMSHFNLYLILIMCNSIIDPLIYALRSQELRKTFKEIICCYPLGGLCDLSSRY
CaV13 FRET inh = Disruptors of the CACNA1D IQ motif to Ca2+-dependent inactivation inhibitor domain association, primary screening, Förster resonance energy transfer in intact living …; HEK cells, CFP/YFP FRET ICDI-IQ, plate reader, 10 min; percent FRET-ratio fall versus neutral wells; inhibition, % at 12.3 µM; 340,000 tested, 0.098% active;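 active means mean replicate inhibition of at least 30% and at least 1% of replicates passing that level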;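 further: 0% = median of the neutral control wells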
MC4R antagonist = antagonists of human melanocortin 4 receptor (MC4R) | P32245 | MC4R-expressing cells, MTII-stimulated cAMP, LANCE TR-FRET | inhibition, % at 6.5 µM | 360,000 tested, 0.48% active;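 active means inhibition above its plate's cutoff, the mean of tested wells on that plate plus 3 SD, cut at about 29% in these data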;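 further: 0% = Melanotan II alone and 100% = Melanotan II plus saturating MCL0020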
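Material: human MC4R-expressing U2OS cells. Probe or stimulus: Melanotan II challenge. Dosing: 6.5 µM single dose. Times: 30-min compound, 1-h challenge, 1-h detection, room temperature. Technique: TR-FRET with Eu-cAMP and labeled anti-cAMP, 671 nm. Replication: singlicate.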
ABCB6 inh 2 = blocks the human ABCB6 transporter. Q9NP58. K562-ABCB6 porphyrin accumulation, flow cytometry, 1 h; active compounds read low. fluorescence ratio to DMSO, % at 10 µM. 360,000 tested, 0.19% active. AID 602162;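 active means fluorescence ratio to DMSO below 75%, the collection mean minus 3 SD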;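 further: signal is porphyrin accumulated inside mitochondria; 100% equals median channel fluorescence of DMSO control wells; lower ratio means ABCB6 inhibition with less porphyrin fluorescence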
Numbers without * were called inactive; i = inactive; nt = not tested or not shown.

SMILES	aDG glyco act	m5-HT2A agonist	H9c2 protect	Vif imaging	Glyco luc inh	PDI inh	MC4R ag barr	CaV13 FRET inh	MC4R antagonist	ABCB6 inh 2
CN(C)C(=O)CSC1c2ccccc2C(=O)N1c1ccccc1 (stereo not drawn)	-0.2	-3	1	nt	0	-1	-0.4	-8	-1	101
CSc1ncccc1C(=O)OCC(=O)NC1CCCc2ccccc21 (stereo not drawn)	-0.2	-2	4	1	0	2	1.2	-6	9	95
CCS(=O)(=O)/N=C(\N)c1ccccc1	0.0	1	1	3	2	-1	-1.0	-9	-1	98
Cc1ccc2nc(N3C(=O)C(O)=C(C(=O)c4ccc(C)o4)C3c3ccco3)sc2c1 (stereo not drawn)	0.1	11	-2	3	0	16	-0.9	-18	6	99
COc1ccc(NC(=S)N2CCCN(Cc3cc(C)ccc3C)C2)cc1	0.0	-5	9	3	-3	14	0.1	-17	3	101
Cc1ccc(S(=O)(=O)N(C)C)cc1NC(=O)c1c(-c2c(F)cccc2Cl)noc1C	-0.1	-4	-4	3	0	-14	0.8	-6	7	103
CCOC(=O)N1CCC(N2Cc3cccc(C(=O)NCC4CCN(CC(C)C)C4)c3C2=O)CC1 (stereo not drawn)	0.4	1	24	8	-5	nt	-1.2	-19	0	102
CC(=O)N/C(=C\c1ccccc1)C(=O)OC(C)C(=O)N(C)c1ccccc1 (stereo not drawn)	0.3	10	-1	16	1	-2	-0.8	-6	2	104
O=C(c1ccc(Cl)cc1)N(Cc1ccccc1F)N1C(=O)CCCC1=O	0.1	1	3	4	0	10	1.5	-16	3	98
O=C(O)c1ccc(-c2nc(-c3cccc(C(F)(F)F)c3)cs2)cc1	-0.1	-1	0	59*	5	-22	0.9	0	26	106
O=S(=O)(c1cccc(-c2nnc3n2CCCCC3)c1)N1CCOCC1	-0.1	3	3	-12	0	-3	0.1	-2	5	99
O=C(N1CCCCC1)C12CC3CC(C1)CC(C(=O)N1CCCCC1)(C3)C2	0.0	0	11	nt	2	-5	0.5	nt	12	194
Cc1ccc(/C=C(/NC(=O)c2ccccc2)C(=O)NCCc2c[nH]c3ccccc23)o1	-0.2	4	12	-3	2	4	-1.3	-5	20	104
Cc1nn(-c2ccccc2)c(Cl)c1C(=O)NC1CCCCC1	0.6	-1	4	5	-2	7	-1.2	-2	4	101
Cc1ccc(C(=O)OCc2nnc(-c3ccccc3)o2)o1	0.2	3	-3	0	2	7	-1.1	nt	3	92
Cc1cc(C)c(C(=O)N2CCCC(CNS(=O)(=O)c3cccs3)C2)o1 (stereo not drawn)	0.0	1	0	-8	1	1	-3.0	-7	8	101
COc1ccc(NC(=O)CN2C(=O)CSc3ccc(S(=O)(=O)N4CCC(C)CC4)cc32)cc1	0.0	-6	-2	-5	-7	-7	-0.6	-2	27	106
COc1ccc(C(=O)N/C(=C/c2cccs2)C(=O)NCCCn2ccnc2)cc1OC	-0.3	-2	1	2	1	1	-1.4	-4	0	101
CC(=O)NC1CCCc2c1cnn2-c1ccc(C(C)(C)C)cc1 (stereo not drawn)	0.0	-2	1	-4	-1	14	-1.0	-4	-1	97
COc1ccc(C(=O)COC(=O)CNC(=O)c2cccs2)cc1Br	-0.1	10	-2	0	-1	4	0.1	-3	-3	100
O=C1CSC(=S)N1c1cccnc1	-0.2	2	-3	-4	3	-1	-0.7	-5	-6	102
NC(=O)c1ccccc1OCC(=O)NC12CC3CC(CC(C3)C1)C2	-0.1	2	56*	9	1	-15	-0.1	0	3	91
O=C1NC(=O)C(=Cc2ccc(Cl)cc2Cl)S1	0.3	1	-20	-12	-3	4	-2.1	-7	9	97
COc1ccc(C(=O)NCC(=O)OCC(=O)N2CC(C)OC(C)C2)cc1OC (stereo not drawn)	-0.1	0	1	10	2	-26	-2.3	-7	2	100
CCC(C)c1ccc(S(=O)(=O)N2CCN3CCCC3C2)cc1 (stereo not drawn)	0.0	-2	-5	-6	-2	12	-0.2	10	-6	94
CCOc1ccc(N2C(=O)c3cccnc3C2Nc2ccc(OC)cc2)cc1 (stereo not drawn)	0.1	3	2	-1	2	6	-0.9	-4	2	105
CCc1ccc(NC2=NCC(c3ccccc3)S2)cc1 (stereo not drawn)	0.2	-2	-15	5	2	1	5.3	-2	16	96
O=C1CCc2cc(S(=O)(=O)Nc3ccccc3Cl)ccc2N1	-0.3	2	9	-3	0	9	-0.5	-4	11	99
CC(C)(C)NC(=O)C(c1ccc(-c2ccccc2)cc1)N(C[C@H]1CC[C@@H]([C@@H]2CC[C@H](CO)O2)O1)C(=O)c1ccc(C(C)(C)C)cc1 (stereo partly drawn)	0.3	-4	-14	9	-1	9	-2.2	-10	13	100
CCOc1ccc(C2CC(c3ccccc3)Nc3nc(N)nn32)cc1 (stereo not drawn)	0.0	-2	-6	-8	0	0	0.6	-6	4	95
O=C(/C=C/c1ccccc1Cl)Nc1ccc(S(=O)(=O)Nc2ncccn2)cc1	-0.2	0	-10	3	1	8	-1.0	-5	12	97
CCc1ccc(N2CC(C(=O)N/N=C/c3cc([N+](=O)[O-])ccc3O)CC2=O)cc1 (stereo not drawn)	0.9	-8	25	3	2	-3	-1.8	-3	-5	94
Cc1ccc(/C=C/c2ccc(N(C)C)cc2)[n+](C)c1	0.3	2	-19	2	0	-1	-1.3	-28	-35	i
Cc1cc(OCc2cc(C(=O)NCCN3CCCCC3CO)no2)cc(C)c1Cl (stereo not drawn)	4.2	-9	-6	-9	-1	10	-2.9	-3	-2	106
COc1ccc(OC)c(NC(=O)c2ccc3c(c2)C(=O)N(c2ccc(OC(C)=O)cc2)C3=O)c1	0.0	-5	0	-7	-1	-11	-1.7	-3	-4	97
O=C(Nc1sc2c(c1C(=O)NCc1cccnc1)CCCC2)c1ccco1	-0.1	-4	13	-9	-2	-2	1.5	-4	2	78
Cn1cccc1C(=O)NC(=O)COC(=O)c1ccccc1O	0.0	3	-3	-7	0	-4	0.1	-3	10	99
COCCCNC(=S)Nc1cc(C)c(C)cc1C	0.0	2	-8	-2	-1	-6	-1.1	-5	17	96
Cc1ccc2cc(CN(c3ccc(C)c(C)c3)S(C)(=O)=O)c(=O)[nH]c2c1	-0.3	-1	-1	0	1	-5	-1.1	11	-6	99
C/C(=N\Nc1ccc(Cl)c(C(=O)O)c1)c1cccs1	0.2	-3	-1	2	1	4	-0.3	-2	-3	98
O=C(O)Cn1ccc2ccccc21	-0.1	-1	10	3	5	9	-1.7	-10	6	90
CCNc1c2c(nc3ccccc13)CC(C)(C)CC2=O	0.9	-2	14	7	-1	1	0.0	nt	-2	113
COc1ccc(Cn2c(=O)sc3ccccc32)cc1	0.1	-4	-1	2	-1	-5	2.1	-5	-3	104
Cc1c(NC(=O)C2CCN(S(=O)(=O)c3ccc(Cl)cc3)CC2)c(=O)n(-c2ccccc2)n1C	-0.2	2	1	8	2	6	-2.1	-8	1	98
CC(=O)Nc1ccc(C(=O)OCC(=O)NC2CCCCCC2)cc1	-0.1	-2	-1	8	2	0	-0.5	-10	1	89
CCOC(=O)c1c(NC(=O)COc2ccccc2)sc2c1CC(C)(C)NC2(C)C	-0.2	-3	7	-11	-9	-8	-0.1	4	14	92
CCOc1cc(/C=N/NC(=O)COc2cccc(C)c2)ccc1OC(=O)c1cccs1	0.1	-1	3	9	3	5	0.9	nt	6	101
CN(C)CCn1c2c(c(SCC(=O)Nc3cccc4ccccc34)nc1=O)CCCC2	-0.3	2	3	-6	-5	0	-1.2	-6	7	99
CC1CCCC(C(=O)O)N1C(=O)CCS (stereo not drawn)	-0.3	5	3	3	0	-5	-0.8	-5	1	96
COc1nc(OCCNC(C)=O)nc(N(C)C)n1	-0.3	-2	0	-12	3	-4	-1.3	nt	0	97

Pulled one by one from above:
SMILES	aDG glyco act	m5-HT2A agonist	H9c2 protect	Vif imaging	Glyco luc inh	PDI inh	MC4R ag barr	CaV13 FRET inh	MC4R antagonist	ABCB6 inh 2
CCOc1ccc(C2CC(c3ccccc3)Nc3nc(N)nn32)cc1 (stereo not drawn)	0.0	-2	-6	-8	0	0	0.6	-6	4	95
CCc1ccc(NC2=NCC(c3ccccc3)S2)cc1 (stereo not drawn)	0.2	-2	-15	5	2	1	5.3	-2	16	96

Other structures
SMILES	aDG glyco act	m5-HT2A agonist	H9c2 protect	Vif imaging	Glyco luc inh	PDI inh	MC4R ag barr	CaV13 FRET inh	MC4R antagonist	ABCB6 inh 2
O=c1ccnc(SCCc2ccc([N+](=O)[O-])cc2)[nH]1	0.2	-4	-4	3	1	-6	-2.2	-20	-4	97
COc1ccc(C2(CNC(=O)c3cccc([N+](=O)[O-])c3)CCCCC2)cc1OC	-0.2	-4	-1	-14	1	-5	-0.5	-3	-4	93
CC(C)(C)OC(=O)[C@H](CCCCN)NC(=O)c1nc[nH]c1C(=O)N[C@@H](CCCCN)C(=O)OC(C)(C)C	0.0	-2	-3	-6	4	-2	1.1	-6	7	98
CC(=O)c1c(C)[nH]c(C(=O)CSc2ccc(F)cc2)c1C	1.1	0	-15	-18	-4	6	-0.2	-3	4	94
COc1ccc(C2C(C(=O)O)c3ccccc3C(=O)N2C)cc1Br (stereo not drawn)	0.0	3	-2	11	0	2	-0.8	-4	3	96
Cc1ccc(NC2CC(=O)N(c3ccc(N4CCCCC4)cc3)C2=O)cc1 (stereo not drawn)	-0.2	-1	-5	-2	1	-1	-0.3	-7	3	100
COc1ccc(CCN2C(=O)N[C@@H](C(C)C)C2=O)cc1	-0.2	4	1	nt	1	-16	-2.5	-3	3	99
O=C1CC[C@@H]2CC3(C[C@@H]4CCN1[C@H]24)Nc1cc([N+](=O)[O-])ccc1NC3=NC1CCCCC1 (stereo partly drawn)	-0.4	-5	-1	5	2	-41	-1.1	-11	3	104
CCC(c1nnnn1CC1CCCO1)N(CCN1CCOCC1)Cc1cc2cc(C)ccc2[nH]c1=O (stereo not drawn)	0.4	-5	3	-4	1	3	-2.0	-3	4	107
COc1ccc2[nH]c(C)c(CCNC(=S)Nc3cccc(C)c3)c2c1	-0.1	-7	3	4	1	-1	0.8	-6	5	99
CCCCn1c(N)c(N(CCOC)C(=O)CCS(=O)(=O)c2ccc(C)cc2)c(=O)[nH]c1=O	-0.2	-1	-1	nt	1	-19	-1.1	-18	-2	93
COC(=O)C(Cc1ccccc1)NC(=O)CNC(=O)c1ccc(Br)cc1 (stereo not drawn)	0.0	-1	-1	2	0	-12	2.8	-4	3	98
O=C(Nc1ccc(C2=CN(Cc3ccccc3)CCC2=O)cc1)OCc1ccccc1	-0.1	-2	0	-5	-1	-42	-1.6	-11	1	97
CS(=O)(=O)CCC(C(=O)O)N1C(=O)c2ccc(Oc3ccc(Cl)cc3)cc2C1=O (stereo not drawn)	0.0	-1	-6	-5	3	6	-0.7	-5	-4	91

Looked up above:
`CS(=O)(=O)CCC(C(=O)O)N1C(=O)c2ccc(Oc3ccc(Cl)cc3)cc2C1=O` (stereo not drawn) in ABCB6 inh 2 shows 91
`COC(=O)C(Cc1ccccc1)NC(=O)CNC(=O)c1ccc(Br)cc1` (stereo not drawn) in H9c2 protect shows -1
